Source: PubChem BioAssay (National Center for Advancing Translational Sciences (NCATS))
GALK inhibitor = blocks human galactokinase activity | 270,000 tested, 0.007% active | Purified GALK, Kinase-Glo residual ATP luminescence | Potency, µM (titrated, usually from 57.5 µM), inactives show at the highest dose activity change, negative = inhibition, actives largely listed as inhibitors | AID 1868; further: potency means the concentration at half of the fitted maximal effect; on the % scale 0 is the no-effect control and ±100 the full control effect
Target sequence (P51570 whole entry, looked up): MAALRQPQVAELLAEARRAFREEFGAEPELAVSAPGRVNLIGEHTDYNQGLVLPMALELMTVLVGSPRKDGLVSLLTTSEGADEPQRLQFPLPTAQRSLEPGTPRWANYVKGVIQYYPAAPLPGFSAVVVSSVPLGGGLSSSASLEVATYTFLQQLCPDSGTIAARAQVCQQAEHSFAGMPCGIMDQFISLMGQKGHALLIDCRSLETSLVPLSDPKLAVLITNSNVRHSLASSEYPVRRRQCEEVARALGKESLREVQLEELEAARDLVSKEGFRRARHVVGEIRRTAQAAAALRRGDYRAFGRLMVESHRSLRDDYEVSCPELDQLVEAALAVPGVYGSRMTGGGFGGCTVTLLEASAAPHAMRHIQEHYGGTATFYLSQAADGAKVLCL
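5 nM enzyme, 35 uM ATP, 100 uM galactose, 20 mM HEPES pH8.0, 5 mM MgCl2; 1 h RT; residual ATP by Kinase-Glo Plus luminescence, qHTS format.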
TSHR antag = antagonists of human thyroid stimulating hormone receptor. 330,000 tested, 0.2% active. P16473. TSHR-expressing cells, TSH-stimulated cAMP HTRF, 2 h; stronger effect = lower value. activity change, negative = inhibition, % at 11.5 µM;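 active means activity change below a set negative limit, meaning inhibition stronger than a set level, cut at about -70% in these data; inconclusive means activity change between two set negative limits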; further: on the % scale 0 is the no-effect control and ±100 the full control effect
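Antagonism was scored as loss of TSH-driven cAMP in TSHR cells, stimulated with 4nM TSH (EC80) for 2 hours at 37 deg C and detected by homogeneous HTRF competition immunoassay.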
MLL CXXC-DNA inh = blocks binding of human MLL CXXC domain to DNA; MLL-CXXC / FITC-HOXA9 DNA fluorescence polarization; 290,000 tested, 0.037% active; Q03164; AID 2662; Potency, µM (titrated, usually from 115 µM), without a hit: at the top dose activity change, negative = inhibition, most hits filed as inhibitors; active means well fitted inhibition curve with a large enough effect in the polarisation, with a control signal flat, not every such curve was filed as active; inconclusive means small, poorly fitted or top-dose-only effect, or effect the other way, or a change in a side signal; inactive means no such curve, though single readings can be large or run the other way; the % refers to the polarisation; further: potency means the concentration at half of the fitted maximal effect
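Fluorescence polarization: 7 uM MLL-CXXC (stock) preincubated 5 min with compounds, then 50 nM fluorescein-HOX-A9 DNA (stock) added; 30 min ambient. Buffer 50 mM Tris-HCl pH 7.5, 50 mM NaCl, 1 mM DTT, 0.05% BSA.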
Coupling enz = inhibits coupling enzyme system, counter-screen for aldolase hits; coupling enzyme system counterscreen, AmpLite Red fluorescence; activity change, negative = inhibition, % at 58.2 µM, hits read low; 290,000 tested, 0.67% active; AID 2472; in the data active means activity change below about -30%; further: on the % scale 0 is the no-effect control and ±100 the full control effect
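Counterscreen of the coupled detection system alone, without aldolase: glyceraldehyde-3-phosphate coupling enzymes plus AmpLite Red readout. Compounds at 57.5 uM final, 10 min RT preincubation, 20 min RT reaction, fluorescence 525/598 nm.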
KCNH2 WT inh = inhibitors of human wildtype KCNH2 potassium channel; Q12809; U2OS, BacMam KCNH2, thallium flux FluxOr; stronger effect = lower value; AID 720551; activity change, % at 1.84 µM; 340,000 tested, 0.37% active;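 active means maximum activity change below -70%; inconclusive means maximum activity change between -70% and -50%; inactive means maximum activity change above -50%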; further: on the % scale 0 is the no-effect control and ±100 the full control effect
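U2OS cells were transduced with wild-type KCNH2 virus (2.03 x 10^8 / mL) for 4 h at room temperature, then cultured overnight at 37 C. Thallium flux was read with FluxOr dye. Rate constants were normalized to DMSO controls.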
TCR activator = activates T cell receptor signaling; 330,000 tested, under 10 active; primary human leukocytes, anti-CD3, IL-2 HTRF, 48 h; AID 504894; Potency, µM (doses to about 9.22 µM), for inactives: top-dose activation of IL-2 secretion, most hits filed as activators; further: % of control where 0% means no effect
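IL-2 produced over 48 hr by a-CD3 bead-stimulated primary human leukocytes exposed to compounds was detected with a homogeneous time-resolved FRET immunoassay, 665nm acceptor signal after 320nm excitation.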
Giardia kill = Giardia lamblia killing. Giardia lamblia trophozoite viability. activity change, % at 7.66 µM, hits read low. 340,000 tested, 0.15% active. AID 540267; in the data active means activity change below about -80%; inconclusive means between about -30% and that limit;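 further: parasites exposed to compound for two days anaerobically before the ATP read; on the % scale 0 is the no-effect control and ±100 the full control effect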
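ATP-content bioluminescence gauges trophozoite survival. Cells (100/well) receive compound and incubate anaerobically for 48 hrs at 37 deg C; detection reagent follows for 15-30 min at room temperature.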
AT treatment = potential ataxia-telangiectasia treatment | AID 485349 | Potency, µM (titrated, usually from 57.5 µM), for the others: top-dose activation, hits mostly activators | […] A-T fibroblasts, KAP-1 phosphorylation AlphaLISA; neocarzinostatin DNA damage 30 min before lysis | 320,000 tested, 0.19% active; further: potency means the concentration at half of the fitted maximal effect; % of control where 0% means no effect; nearly all actives have a fitted effect of over 45% in size
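hTERT-immortalized A-T patient fibroblasts ([…]), 500 cells/well in OPTI-MEM, 1% FBS, got compounds for 60 min, then NCS for 30 min at 37C. Lysates were then assayed for phospho-KAP-1 by AlphaLISA (anti-pKAP1 donor, anti-KAP1 acceptor beads), 6 hr at 25C.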
Tb PFK inh = T. brucei PFK enzyme inhibition; T. brucei PFK, ADP-Glo luminescence; AID 485367; O15648; 330,000 tested, 0.17% active; Potency, µM (doses to about 57.5 µM), for the others: at the top dose activity, negative = inhibition, actives largely listed as inhibitors;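 further: potency means the concentration at half of the fitted maximal effect; 0% = uninhibited 1x PFK enzyme wells and -100% = no-enzyme wells; nearly all actives have a fitted effect of over 60% in size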
Target sequence (O15648 whole entry, looked up): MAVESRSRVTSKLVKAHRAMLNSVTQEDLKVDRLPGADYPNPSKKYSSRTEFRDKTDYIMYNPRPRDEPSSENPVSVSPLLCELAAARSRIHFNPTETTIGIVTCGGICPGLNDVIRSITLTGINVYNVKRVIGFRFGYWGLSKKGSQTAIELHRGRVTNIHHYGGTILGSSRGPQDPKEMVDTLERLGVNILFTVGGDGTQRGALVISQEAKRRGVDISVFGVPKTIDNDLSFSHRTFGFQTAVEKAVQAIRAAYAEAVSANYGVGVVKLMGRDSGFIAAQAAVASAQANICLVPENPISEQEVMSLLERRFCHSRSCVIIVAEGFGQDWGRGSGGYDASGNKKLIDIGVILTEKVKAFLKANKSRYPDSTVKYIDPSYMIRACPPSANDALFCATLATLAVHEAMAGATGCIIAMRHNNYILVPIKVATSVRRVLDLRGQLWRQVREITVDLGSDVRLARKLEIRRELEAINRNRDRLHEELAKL
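Luminescent ADP detection (ADP-Glo, two-step: ATP depletion then ADP-to-ATP conversion for luciferase) reported PFK activity after 45 min room-temperature reaction of 1.25 nM enzyme with 0.5 mM F6P and 0.1 mM ATP at pH 8.0.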
Chronic BCR inh = inhibitors of chronic active B-cell receptor signaling; 340,000 tested, 0.05% active; ABC-DLBCL IkBa-CBG/CBR reporter, luminescence ratio, 4 h; AID 493014; Potency, µM (series often up to 46.1 µM), for the others: top-dose ratio change, negative = lower green/red ratio, actives largely listed as inhibitors; active means well fitted inhibition curve with a large enough effect in the signal ratio, with a control signal flat, not every such curve was filed as active; inconclusive means small, poorly fitted or top-dose-only effect, or effect the other way, or a change in a side signal; the % refers to the signal ratio;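 further: potency means the concentration at half of the fitted maximal effect; plate controls were basal doxycycline-induced cells for no effect and cells given 10 µM MG132 for full effect; MG132 reads +100%, hits lower the ratio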
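Concentration-response series (up to 46 uM) were applied to TMD8 dual-reporter cells for 4 h at 37C with doxycycline. Green/red ratio, after filter-overlap correction, defined %Activity; red signal alone was normalised to basal cells and zero luminescence.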
An asterisk follows results filed as active; i = inactive; ? = inconclusive; . = no result given; [ ] = another dose, or the depositor's remark. Unless noted, the call rests on the fitted dose curve; in most records, active means well fitted curve in the direction sought with a large enough effect; inconclusive means small, poorly fitted or top-dose-only effect, or another doubt; inactive means no such curve, though single readings can be large; an effect the other way counts as inactive or inconclusive.

item	molecule	GALK inhibitor	TSHR antag	MLL CXXC-DNA inh	Coupling enz	KCNH2 WT inh	TCR activator	Giardia kill	AT treatment	Tb PFK inh	Chronic BCR inh
1	Cc1cccc(OCCCC(=O)Nc2ccc(S(=O)(=O)Nc3onc(C)c3C)cc2)c1	-1%	-5	-5%	10	4	1%	-1	3%	2%	1%
2	CC(=O)Nc1ccc(NC(=O)C2CC(=O)N(c3cccc(C)c3C)C2)cc1 (stereo not given)	6%	-1	-12%	0	3	-3%	8	14%	3%	6%
3	CCCCCC(=O)Nc1ccc(-c2nnc3n2CCCCC3)cc1	-2%	20	-2%	.	5	-1%	-2	-7%	0%	8%
4	CCn1c(COc2ccc3c(c2)OCO3)nnc1SCC(=O)c1ccccc1	0%	-17	4%	0	-6	1%	7	.	-17%	?
5	Cc1cc(NC(=O)CCC(=O)N(CC(=O)NCC2CCCO2)c2ccc(Cl)c(Cl)c2)no1 (stereo not given)	1%	15	43%	-3	1	-1%	-15	-1%	2%	-2%
6	COc1cc(C)ccc1OCC(=O)OCC(=O)NCC1CCCCC1	.	-3	.	.	-2	-1%	9	-1%	2%	-1%
7	CC1=CCC(C(=O)O)C(C(=O)Nc2nc3ccc(S(C)(=O)=O)cc3s2)C1 (stereo not given)	-1%	25	-6%	6	-8	-1%[46.1 µM]	13	3%	0%	3%
8	CCOC(=O)CSc1nnc(CNc2ccc(F)cc2)o1	-2%	-8	3%	0	2	0%	5	4%	?	-11%
9	Cc1ccc2nc(SCC(=O)NC3CCCc4ccccc43)[nH]c2c1 (stereo not given)	0%	-7	1%	-18	5	4%[46.1 µM]	-17	10%	0%	11%
10	CCCN1CCN(CCCNC(=O)CN2C(=O)COc3ccccc32)CC1	2%	16	-2%	-1	18	-3%	-10	-1%	?	?
11	Cn1cccc1CC(=O)NNC(=O)Nc1ccc(Cl)cc1	.	10	1%	2	-11	-1%	2	-8%	-1%	?
12	COC(=O)c1ccc(N(CC(=O)NC2CCCCC2)C(=O)CNC(=O)c2ccco2)cc1	0%	2	-1%	1	2	-2%	-21	-2%	4%	3%
13	O=C(Nc1ccc(F)cc1)Nc1nnc(-c2ccncc2)s1	-3%	-40	34%[activator]	.	5	1%	18	3%	-1%	0%
14	Cc1cc(Cl)c2oc(C(=O)N3CCN(C(=O)c4ccco4)CC3)c(C)c2c1	2%	5	17%	5	-4	-9%	21	3%	1%	0%
15	CSCCC(C(=O)OCC(=O)c1ccc(C)c(C)c1)N1C(=O)c2cc(Cl)c(Cl)cc2C1=O (stereo not given)	0%	5	5%	1	3	-2%	33[activator]	3%	-3%	-2%
16	O=C(COC(=O)c1ccc(Sc2ccccc2)c([N+](=O)[O-])c1)NC1CCS(=O)(=O)C1 (stereo not given)	0%	-4	4%	1	-28	4%[46.1 µM]	0	10%	0%	1%
17	COCc1cc(C)nc(NCCc2ccccc2)c1C#N	7%	.	-5%	1	-2	1%	-1	.	.	.
18	CCNC(=S)N/N=C(\C)c1ccco1	10%	10	3%	3	-10	3%	-1	-2%	-4%	?
19	N=c1ccn(CC(=O)NC(N)=O)c2ccccc12	0%	10	1%	-1	-10	3%	-9	6%	-8%	-12%
20	CN(C)C(CNC(=O)c1cccc(C(F)(F)F)c1)c1ccco1 (stereo not given)	-4%	-3	0%	0	0	-8%	-26	-3%	2%	6%
21	O=C(CN1C(=O)NC2(CCCCC2)C1=O)Oc1ccc2c(C(F)(F)F)cc(=O)oc2c1	.	13	.	.	1	-14%	15	9%	1%	-3%
22	O=C1C2(CCC13COC(c1ccc(O)cc1)OC3)COC(c1ccc(O)cc1)OC2 (stereo not given)	2%	-1	-9%	2	1	14%	1	2%	-9%	1%
23	COc1cc(OC)cc(C(=O)N2CCC3(CC2)NCCc2[nH]cnc23)c1	2%	8	-1%	.	3	-2%	8	8%	1%	-10%
24	O=C(COC(=O)Cc1ccc2c(c1)OCCO2)Nc1ccc(S(=O)(=O)N2CCCC2)cc1	1%	-5	14%	2	1	1%	-10	1%	-2%	1%
25	O=[N+]([O-])c1ccccc1N/N=C/c1ccccc1	10%	-2	-6%	-1	-5	0%	12	0%	-3%	1%
26	Cc1ccc(-c2ccc(C(=O)Nc3cccc(F)c3)o2)c2ccccc12	.	-5	7%	-28	3	5%	16	-6%	-1%	?
27	N#CCc1c(C#N)c(N)nc(N2CCN(c3ccc(F)cc3)CC2)c1C#N	-1%	1	20%	-14	2	0%	1	1%	-1%	6%
28	O=C(NCCCO)c1ccc(CSc2nc3ccccc3[nH]2)cc1	-3%	20	1%	2	i	2%	-3	4%	-3%	8%
29	O=C(CSc1nnc([C@@H]2CCCN2)o1)c1ccc(Cl)cc1	4%	-1	2%	1	2	-3%	-11	6%	-4%	?
30	Cc1ccc(Cl)cc1N(C(=O)c1csnn1)C(C(=O)NC1CCCC1)c1ccco1 (stereo not given)	-1%	0	15%	-3	-8	-9%	1	3%	1%	3%
31	Cc1ccc(C)c(NC(=O)CN(C)C(=O)c2cc3ccccc3oc2=O)c1	.	.	.	.	-8	-1%	5	-4%	2%	-19%
32	Cc1ccc(NC(=O)N2CCCC2C(=O)Nc2ccc(-n3cnnn3)c(C)c2)cc1 (stereo not given)	3%	28	-4%	0	-2	2%[46.1 µM]	-3	7%	-3%	?
33	CC(C)CCn1nnnc1C(c1ccccc1F)N1CCC(C(N)=O)CC1 (stereo not given)	-3%	-6	-6%	0	-1	-1%	-9	-7%	-2%	1%
34	O=[N+]([O-])c1ccc(N2CCN(CCOCCO)CC2)c([N+](=O)[O-])c1	6%	4	2%	0	11	-4%	-28	-6%	-8%	-30%
35	Cc1ccccc1NC1c2ccccc2C(=O)N1Cc1ccco1 (stereo not given)	1%	-45	8%	-1	-5	8%	-3	11%	1%	-21%
36	COC(=O)c1ccc(NC(=O)CCS(=O)(=O)c2ccc(Br)s2)cc1	0%	-4	-3%	0	-1	-3%	-4	-2%	-5%	3%
37	Cc1ccc(C(=O)Oc2oc(-c3ccco3)nc2C=Nc2ccc(Cl)cc2)cc1	-5%	-4	8%	-3	-21	-51%	-2	-4%	3%[0.46 µM]	4%
38	Cc1ccc2c(c1)N(CC(=O)N1CCCC(C)C1)C(=O)CO2 (stereo not given)	3%	-1	-4%	3	0	-8%	-24	-14%	-3%	5%
39	CCC(=O)Nc1nnc(SCCN2CCOCC2)s1	-1%	-8	2%	0	-1	-1%[46.1 µM]	-20	6%	5%	-2%
40	S=C(N/N=C/c1ccccc1Cl)Nc1ccccc1	-2%	41	11%	1	-46	-5%	-24	12%	2%	?
41	Cc1ccc(-c2nnc(SCC(=O)NC3CCCC3)n2C)cc1	1%	-94*	4%	1	-8	1%	11	-5%	0%	5%
42	COC(=O)c1ccccc1NC(=O)C1CCN(c2ncnc3c2nc2n3CCCCC2)CC1	0%	10	60%[activator]	-8	-1	4%	20	-7%	1%	?
43	Cc1nc2ccc(S(=O)(=O)NCC(=O)N3CCCC(C)C3)cc2s1 (stereo not given)	1%	39	3%	1	-6	1%	0	4%	0%	0%
44	C=CCOc1c(/C=N\NC(N)=O)cccc1OC	1%	1	-7%	0	9	-6%	14	1%	-10%	-7%
45	CC(C)=NNc1nc(-c2ccccc2)cs1	-1%	-5	-4%	1	-1	-4%[46.1 µM]	-10	26%	0%	?
46	Cc1c(OCC(=O)NCc2cccnc2)ccc2c3c(c(=O)oc12)CCCC3	2%	26	6%	.	-13	-8%	-7	-4%	0%	-1%
47	CC1CCN(S(=O)(=O)c2cccc(S(=O)(=O)N3CCOCC3)c2)CC1	-2%	16	0%	1	2	-15%	-17	-3%	-2%	0%
48	CSc1ncccc1C(=O)OCc1c(F)cccc1Cl	-2%	-6	-3%	6	12	-26%	-9	14%	-2%	?
49	CCOC(=O)C1=C(COC(=O)CNC(=O)c2ccccc2F)NC(=O)NC1C (stereo not given)	.	7	.	.	-4	10%	-7	1%	-10%	21%
50	N#C/C(=C\c1ccc(-c2cccc(C(F)(F)F)c2)o1)C(=O)Nn1cnnc1	-2%	0	2%	-6	-1	1%[46.1 µM]	-10	-4%	7%	-9%
51	O=C(O)c1cc(/C=C/c2ccc(N3CCOCC3)cc2)nc2ccccc12	-4%	-3	12%	2	0	-6%	?	-2%	1%	0%
52	CC(=O)Nc1sc2c(c1C#N)CCCCC2	-2%	37	15%	-1	5	-1%[46.1 µM]	-13	-4%	2%	-5%
53	Nc1ccc(C(=O)c2cccs2)cc1[N+](=O)[O-]	1%	6	-2%	3	9	0%	16	-6%[11.5 µM]	0%	?
54	O=C(NCc1ccccc1)c1ccco1	0%	3	5%	1	0	0%[46.1 µM]	-6	0%	0%	0%
